# Compound activity: PubChem, several laboratories
# S1P3 antagonist = antagonists of human S1P3 receptor; Q99500; CHO S1P3 NFAT-BLA reporter, FRET fluorescence, antagonist mode; inhibition, % at 4.98 µM; hit rate 0.27% among 170,000;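 active = inhibition above the plate cutoff, the mean inhibition of test wells on that plate plus 3 SD, cut at about 28% in these data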;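 also: cells challenged with S1P at its EC80 of 0.8 µM; blue over green emission ratio from cleaved BLA substrate after 4 h stimulation; 0% = S1P-stimulated wells and 100% = unstimulated DMSO-only wells; some compounds past the cut are filed as inactive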
# G6PDH CS = inhibits Leuconostoc G6PDH, flagging false hits in G6PDH-based assays; hit rate 0.12% among 200,000; inhibition, % at 5 µM; Purified L. mesenteroides G6PDH, diaphorase/resazurin coupled fluorescence, 45 min; AID 1020
# Hsp70 activator = transcriptional activators of Hsp70 | HeLa Hsp70 promoter luciferase reporter, luminescence; scaled: vehicle 0, proteasome-inhibitor control 100% | activation, % at 10 µM | hit rate 0.04% among 200,000 | AID 1203;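 active = activation above the mean across all tested compounds plus 3 SD, cutoff set per campaign, cut at about 5.5% in these data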;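 also: 100% = MG132 at 30 µM as the positive control and 0% = DMSO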
# RAM network inh = yeast RAM network inhibition; S. cerevisiae dse1pr::URA3 reporter, 5-FOA growth OD615, 2 d; analog-sensitive cbk1-as2 kinase mutant strain; inhibition, % at 50 µM; hit rate 1.8% among 190,000; AID 868;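 active = inhibition above a set limit, 3 SD over mean compound inhibition, cut at about 8.4% in these data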;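 also: 0% = DMSO-only wells with no growth and 100% = 10 µM 1-NA-PP1 full growth; inhibition rescues growth on 5-FOA so higher OD means more RAM inhibition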
# Lmaj promast = reduces viability of Leishmania major promastigotes | inhibition, % at 10 µM | AID 1063 | hit rate 9% among 200,000 | resazurin fluorescence viability;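 also: promastigotes grown with compound for 44 hours at 28 °C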
# Redox H2O2 prof = compounds producing H2O2 with reducing agent – biochemical, NIH compound library profiling, artefact control for MLSCN library redox annotation, primary screen; DTT-dependent redox cycling H2O2, phenol red/HRP absorbance; 100% = 100 µM peroxide control, 0% = buffer; activation, % at 10 µM; hit rate 0.03% among 200,000; AID 878;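 active = activation of at least 50% relative to the plate's high and low controls in the primary single-dose screen; inactive = activation below 50%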;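 also: compound incubated with DTT at 0.8 mM final as the reducing agent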
# TLR4 MyD88 comp = TLR4-MyD88 interaction inhibition in cells. O00206+Q99836. HeLa CL3-4 TLR4/MyD88 BLA complementation, FRET ratio. inhibition, % at 8.4 µM. hit rate 0.18% among 200,000. AID 861; in the data active = inhibition above about 25%;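 also: 0% = vehicle and 100% = reference inhibitor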
# Target sequence (O00206 whole entry, looked up): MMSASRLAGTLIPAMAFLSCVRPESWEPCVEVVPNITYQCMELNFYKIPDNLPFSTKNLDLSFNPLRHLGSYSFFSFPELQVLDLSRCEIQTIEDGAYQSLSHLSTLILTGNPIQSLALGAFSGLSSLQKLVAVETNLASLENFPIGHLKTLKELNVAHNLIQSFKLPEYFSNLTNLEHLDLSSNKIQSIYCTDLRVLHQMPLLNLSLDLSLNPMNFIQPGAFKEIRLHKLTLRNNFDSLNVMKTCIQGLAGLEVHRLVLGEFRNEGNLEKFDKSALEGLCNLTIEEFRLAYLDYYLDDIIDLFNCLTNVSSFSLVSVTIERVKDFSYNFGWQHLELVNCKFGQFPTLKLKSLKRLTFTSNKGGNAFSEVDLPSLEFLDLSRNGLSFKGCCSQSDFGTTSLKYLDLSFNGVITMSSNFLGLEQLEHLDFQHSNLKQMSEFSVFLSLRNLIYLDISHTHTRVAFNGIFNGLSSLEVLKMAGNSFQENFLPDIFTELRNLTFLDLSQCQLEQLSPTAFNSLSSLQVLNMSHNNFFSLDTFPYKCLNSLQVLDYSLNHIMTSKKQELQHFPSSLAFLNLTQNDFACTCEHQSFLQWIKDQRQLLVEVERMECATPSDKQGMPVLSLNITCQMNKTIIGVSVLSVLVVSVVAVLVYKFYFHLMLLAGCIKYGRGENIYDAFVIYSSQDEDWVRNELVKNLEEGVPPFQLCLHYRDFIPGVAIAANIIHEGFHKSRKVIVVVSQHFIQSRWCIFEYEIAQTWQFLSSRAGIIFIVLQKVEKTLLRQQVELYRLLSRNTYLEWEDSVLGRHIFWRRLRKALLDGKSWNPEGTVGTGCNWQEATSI
# Target sequence (Q99836 whole entry, looked up): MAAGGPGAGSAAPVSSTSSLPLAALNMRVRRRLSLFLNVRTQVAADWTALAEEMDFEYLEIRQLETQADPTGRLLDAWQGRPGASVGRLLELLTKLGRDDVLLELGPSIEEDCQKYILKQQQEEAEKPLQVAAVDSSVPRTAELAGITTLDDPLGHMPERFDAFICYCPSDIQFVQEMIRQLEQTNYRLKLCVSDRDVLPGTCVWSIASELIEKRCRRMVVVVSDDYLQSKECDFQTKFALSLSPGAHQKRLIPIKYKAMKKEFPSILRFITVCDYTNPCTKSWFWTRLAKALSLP
# Diaph act CS = activates diaphorase or chemically reduces, flagging diaphorase assay artifacts; Diaphorase/resazurin coupled assay, resorufin fluorescence, 16 min; hits give high values; 1 = vehicle wells, 0 = NADH-free wells; activation factor at 20 µM; hit rate 0.005% among 190,000;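 active = diaphorase activity raised at least twofold by the compound at 20 µM; inactive = activation factor below 2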
#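 Material: purified diaphorase enzyme from Clostridium kluyveri / Medium: HEPES pH 7.4 buffer with MgCl2 and Tween 20 / Schedule: enzyme reaction of 16 min at room temperature / Measured by: resorufin fluorescence, excitation 544 nm, emission 590 nm / Evaluation: rise in resorufin formation, marking diaphorase activation or chemical reduction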
# Diaph inh CS = diaphorase inhibition or chemical oxidation counter-screen; diaphorase resazurin-to-resorufin fluorescence, NADH, 16 min; bacterial (C. kluyveri) enzyme, not human; inhibition, % at 20 µM; hit rate 0.69% among 190,000;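 active = primary screen inhibition at 20 µM above a set limit, cut at about 50% in these data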;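 also: plate controls were DMSO with full reaction for no effect and wells lacking NADH for full effect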
#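 Assay system: diaphorase enzyme from Clostridium kluyveri; Input: enzyme working solution with 0.14 U/mL diaphorase; Timing: 16 min at room temperature; Technique: resorufin fluorescence, excitation 544 nm, emission 590 nm; Benchmarks: positive control minus NADH, DMSO neutral control.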
# PMI act = phosphomannose isomerase (human) activation; purified human PMI, coupled resazurin fluorescence, 20 min; hits give high values; 1 = vehicle control, 0 substrate-free wells; hit rate 0.005% among 190,000; activation factor at 20 µM; AID 1214; P34949;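 active = activation factor of 2 or more at 20 µM, relative to plate controls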
# PMI act satM6P = activators of human phosphomannose isomerase at near-saturating mannose 6-phosphate; P34949; activation factor at 20 µM; hit rate 0.34% among 190,000; coupled PMI enzyme assay, resazurin fluorescence, 20 min; hits give high values; 1 = untreated enzyme, 0 = substrate-free blank; AID 1216;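 active = activation factor of 2 or more at 20 µM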
#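 Material: human phosphomannose isomerase with PGI, G6PDH, diaphorase coupling enzymes / Reagent: Man-6-P substrate 1.0 mM / Dosing: single compound dose of 20 µM, 1% DMSO final / Incubation: enzyme reaction with compound 20 min at room temperature / Signal: resorufin fluorescence (Ex 544/Em 590 nm) from resazurin via diaphorase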
# Numbers without * were called inactive; nt = no result given. Rule as the data show it, unless noted: active = inhibition above about 50%; inactive = the rest.
SMILES,S1P3 antagonist,G6PDH CS,Hsp70 activator,RAM network inh,Lmaj promast,Redox H2O2 prof,TLR4 MyD88 comp,Diaph act CS,Diaph inh CS,PMI act,PMI act satM6P
COc1ccc(S(=O)(=O)N2C3CCC2CC(NC(=O)NC2CCCCC2)C3)cc1 (stereo unspecified),nt,9,-0.2,1.9,-3,0.2,-2,0.9,8,1,1
COC(Cn1cc(C)c(=O)[nH]c1=O)OC,-1,12,0.0,-0.1,-3,-1.5,-1,1.2,-19,1.4,1.3
Cc1ccc2c(c1)[nH]c1c(=O)n(CCN3CCNCC3)cnc12,-18,10,0.3,0.7,-4,-0.1,-2,1,2,1,1
CCn1c(CSCc2ccc(Cl)cc2)nnc1SCC(=O)Nc1cccc(C(=O)O)c1,2,10,-0.1,6.3,-7,0.1,9,0.9,7,1,1
O=C(NC12CC3CC(CC(C3)C1)C2)c1ccc(COc2ccc(Cl)cc2[N+](=O)[O-])o1,nt,12,-0.1,4.2,17,-2.9,-1,0.9,15,1,0.9
NCCn1c(-c2ccccc2)cc(C(=O)O)c1-c1ccccc1F,-17,11,0.0,0.7,-4,0.6,-6,1,-5,1.2,1.1
CC(Sc1nnnn1C)C(=O)NC1CCCc2ccccc21 (stereo unspecified),1,6,-0.4,1.9,-5,-0.4,-14,1,-2,1,1
O=C(COC(=O)c1ccc(Br)o1)Nc1cccc(S(=O)(=O)N2CCCCCC2)c1,nt,-1,-0.4,6.2,-1,-1.5,3,0.8,19,0.8,0.9
CCOC(=O)c1c(C)oc2cc(Br)c(OC(C)C(=O)OCC)cc12 (stereo unspecified),-12,3,0.1,2.7,-1,1.6,11,1,-1,1,1
Cn1c(SCC(=O)N2CCN(c3cccc(Cl)c3)CC2)nnc1-c1ccncc1,-12,7,0.0,1.1,6,2.1,-1,1.1,-5,1,1
Cc1[nH]nc2c1C(C1CC=CCC1)C(C#N)=C(N)O2 (stereo unspecified),30,-4,-0.3,2.9,100*,0.3,-2,0.9,6,0.9,1
COc1ccc(C(C)=O)c(Oc2nc(CN3CCOCC3)nc3scc(-c4cccs4)c23)c1,5,4,-0.2,-0.7,19,-0.4,-7,0.9,9,0.9,1.1
Cc1ccc2nc(N3CCN(c4ccccc4F)CC3)c(C=O)c(=O)n2c1,-14,18,-0.2,1.1,-8,-1.7,2,0.5,53*,0.8,0.8
COC(=O)CSc1nc(-c2ccccc2)nc2ccccc12,-21,6,0.0,1.4,-6,-0.6,10,0.7,29,0.9,1
CCc1ccc(-c2cn3nc(C)c(C)nc3n2)cc1,nt,4,-0.6,-0.7,-7,-0.5,27*,1.1,-11,1.8,2.2*
O=C(CSc1nnnn1-c1ccccc1)Nc1nc(-c2ccccc2)ns1,-59,-58,0.0,5.8,10,-0.1,3,0.9,14,1,0.9
Cc1cccc2c(=O)n3c(nc12)CCCCC3,nt,0,-0.2,1.1,-2,-0.1,2,0.9,9,1,1
CCc1ccc(-c2csc(NC(=O)c3cccnc3)n2)cc1,8,-6,-0.5,0.9,-3,-0.1,-7,0.9,7,1,1
Cc1nc(CCNS(=O)(=O)c2cccs2)cs1,-9,0,-0.1,0.5,-2,1.1,-24,1,0,1,1
CC1=C(C(=O)NCc2ccccc2)C(c2cccs2)n2ncnc2N1 (stereo unspecified),-20,1,-0.3,2.7,-6,-3.2,-7,0.9,10,1,1
CCOC(CNC(=O)Cc1c(C)nc2c(-c3ccccc3)c(C)nn2c1C)OCC,-5,15,-0.2,1.7,-1,0.2,-2,0.9,11,0.9,0.9
COc1ccccc1/C=N/NC(=O)CC(=O)NC1CCCCC1,0,8,-0.1,3.2,-2,0.3,1,1,3,0.9,0.9
COc1ccc(-n2cc(-c3ccccc3)c3c(NN4CCOCC4)ncnc32)cc1,7,10,-0.2,0.1,39,-1.5,-6,0.9,9,1.2,1.1
OC(c1ccccc1)(c1ccccc1)C1CCN(C(=S)NC2CCCC2)CC1,-39,6,-0.1,4.0,28,-3.4,3,0.8,18,0.9,0.9
COC(=O)CN(c1cc(OC)ccc1OC)S(=O)(=O)c1ccc(OC)c(OC)c1,nt,8,-0.4,0.0,-5,0.1,0,0.9,9,1,1
Cn1c(N=Nc2ccccc2)nc2ccccc21,1,9,-0.3,-0.5,53*,0.0,16,1.2,-22,1.4,1.4
FC(F)(F)c1n[nH]c(=S)n1/N=C/c1ccco1,-18,5,-0.2,-0.1,-5,0.2,0,0.9,13,1.1,1.1
Cc1cccc(N=C2NC(=O)/C(=C/C=C/c3ccco3)S2)c1C,-19,14,-0.2,-0.2,12,0.8,-1,0.5,49,1.4,1.4
COC(=O)c1ccc(Oc2c(F)c(F)nc(N3CCOCC3)c2F)cc1,-9,18,-0.3,2.3,-1,-0.7,-20,0.9,8,1,0.9
COc1ccc2nc(NC3=NCN(CC4CCCO4)CN3)nc(C)c2c1 (stereo unspecified),-4,4,nt,nt,nt,nt,nt,1,4,1.1,1
COCCCNC(=O)C1CCN(C(=O)c2cc3sccc3n2Cc2ccc(F)cc2)CC1,-21,8,-0.3,-0.2,14,2.1,-12,0.9,15,0.9,0.9
Cc1ccc2[nH]c(=O)c(C(c3nnnn3CC3CCCO3)N3CCOCC3)cc2c1 (stereo unspecified),-5,4,0.2,0.1,-2,-0.3,0,0.9,14,1,1
Cn1c(=O)c2c(nc(SCC(=O)Nc3ccccc3)n2C)n(C)c1=O,-18,8,-0.2,0.5,-7,-1.4,5,0.8,16,0.9,0.9
CCc1ccc(-c2nc(CS(=O)CC(=O)NCc3cccnc3)c(C)o2)cc1 (stereo unspecified),-27,9,0.7,3.2,-1,-0.6,0,0.9,13,0.9,0.9
O=C1c2ccc(Br)cc2C(=O)N1c1ccc(Cc2ccncc2)cc1,-4,7,-0.4,0.1,-2,10.0,-2,nt,nt,nt,nt
CCOc1cc(C2c3c(n[nH]c3C)C(=O)N2c2ccc(C)cc2)ccc1O (stereo unspecified),-13,-20,0.3,0.2,16,7.5,2,0.9,13,0.9,0.9
CN1CCN(C(=O)CNc2ccc(C(F)(F)F)cc2[N+](=O)[O-])CC1,17,5,-0.1,1.0,8,0.0,-4,1,3,1.1,1.1
CCc1ccc(-c2cc(C(=O)NN3CCN(C)CC3)c3ccccc3n2)cc1,0,4,0.8,1.2,-3,-0.1,3,1,-1,1,1
O=C(O)CCC(=O)N1N=C(c2c(-c3ccccc3)c3cc(Cl)ccc3[nH]c2=O)CC1c1ccco1 (stereo unspecified),-10,-14,-0.2,1.4,3,-0.2,15,1,-1,1,1.1
O=C(NCc1n[nH]c(=S)n1-c1ccc(Br)cc1)c1ccc(S(=O)(=O)N2CCOCC2)cc1,-6,18,-0.1,1.0,-6,-0.7,6,0.8,23,1.1,1
CCc1ccc(S(=O)(=O)c2nnn3c2nc(NCCNC(C)=O)c2ccccc23)cc1,-13,4,-0.1,6.0,-8,-0.5,-7,0.8,20,1,1
CCn1c(C)c(C(C)=O)c(NCc2ccccc2)nc1=S,-24,8,-0.3,0.7,-2,-3.6,-1,0.5,52*,0.9,0.9
COc1ccc(CCN(Cc2cc3cc(C)c(C)cc3nc2Cl)C(=O)C2CC2)cc1,nt,-1,-0.3,4.2,-3,-7.6,-7,0.9,11,0.9,0.9
COC(=O)Nc1cc([N+](=O)[O-])ccc1OC,-10,1,-0.4,2.4,0,-0.4,2,0.8,18,0.9,0.8
CCOC(=O)NC(Nc1cc(C)on1)(C(F)(F)F)C(F)(F)F,nt,2,-0.1,0.1,-6,-1.0,11,1,0,1.1,1
c1cnc(N2CC[N+]3(CCCC3)CC2)nc1,-10,1,-0.2,1.5,-6,1.2,3,0.9,14,1,1
COc1ccc(-c2nnc3ccc(SC(C(C)=O)C(C)=O)nn23)cc1OC,-11,5,-0.3,1.0,5,-4.1,4,0.8,21,1,1.1
CCN(CC)CCNC(=O)C1CCCCN1S(=O)(=O)c1cccc([N+](=O)[O-])c1 (stereo unspecified),-6,-3,0.1,0.3,-2,-0.2,-6,1,-2,1,0.9
CC(C)NC(=O)c1ccc(COCC(F)(F)C(F)F)cc1,nt,6,-0.2,-0.2,14,0.2,-5,1,1,1.1,1.1
C/C(=N\NC(=O)c1ccc([N+](=O)[O-])c(C)c1)c1ccccc1Cl,7,8,-0.1,2.9,14,-0.3,-12,0.8,18,0.9,0.9
# Next entries follow:
SMILES,S1P3 antagonist,G6PDH CS,Hsp70 activator,RAM network inh,Lmaj promast,Redox H2O2 prof,TLR4 MyD88 comp,Diaph act CS,Diaph inh CS,PMI act,PMI act satM6P
N#Cc1ccc(N=c2ssnc2Cl)cc1,nt,9,-0.5,-0.9,-7,0.9,11,0.8,16,0.2,0.4
COC(=O)Cc1c(C)c2ccc(OCc3nn[nH]n3)c(C)c2oc1=O,nt,21,-0.2,8.1,1,-0.7,-14,1,3,1.1,1.2
O=C(Nc1ncccn1)c1ccc([N+](=O)[O-])cc1,-11,7,-0.2,1.6,-2,0.5,-11,0.9,6,0.9,1
O=C(NCCOc1ccccc1Cl)c1ncn[nH]1,1,8,0.0,0.9,-3,-0.5,0,nt,nt,nt,nt
COc1ccc(NC(=O)CCOc2ccccc2)c(OC)c1,13,-2,0.0,-0.4,-1,2.3,-10,1,-1,1,1
CN(NC(=O)c1ccc(Cl)cc1)c1cccc(Cl)n1,nt,2,-0.1,0.1,4,3.1,-20,0.9,15,0.9,0.9
O=C1C=C(NCc2ccncc2)CC(c2ccccc2)C1 (stereo unspecified),-51,5,-0.3,-0.5,-4,0.5,-2,0.8,18,1,0.9
Cc1ccc(OCc2nnc(SCc3nc4ccccc4[nH]3)n2Cc2ccco2)cc1,0,1,-0.5,1.6,19,-0.1,-5,0.8,21,0.9,0.9

# Single records (already shown). Values in the order: S1P3 antagonist, G6PDH CS, Hsp70 activator, RAM network inh, Lmaj promast, Redox H2O2 prof, TLR4 MyD88 comp, Diaph act CS, Diaph inh CS, PMI act, PMI act satM6P
# Profile of `O=C1C=C(NCc2ccncc2)CC(c2ccccc2)C1` (stereo unspecified) = -51, 5, -0.3, -0.5, -4, 0.5, -2, 0.8, 18, 1, 0.9
# Profile of `Cc1ccc(OCc2nnc(SCc3nc4ccccc4[nH]3)n2Cc2ccco2)cc1` = 0, 1, -0.5, 1.6, 19, -0.1, -5, 0.8, 21, 0.9, 0.9
